HIV RNase H inh = inhibitors of HIV-1 reverse transcriptase RNase H. RT-RNase H RNA/DNA duplex cleavage, fluorescence. P04585. 1.9% of 65,000 active. AID 565. inhibition, % at 10 µM; in the data active means inhibition above about 50%
RmlCD inh mix = inhibitors of RmlC and RmlD coupled enzymes. RmlC/RmlD coupled enzyme inhibition, 384-well mixture HTS. inhibition, % at 5.5 µM. 0.39% of 110,000 active. AID 1532; in the data active means inhibition above about 30%, passing the limit was not always enough; further: strong numbers were not always called active
An asterisk follows results filed as active; . = no result given.

structure,HIV RNase H inh,RmlCD inh mix
CCOC(=O)c1ccccc1NC1c2ccccc2C(=O)N1C1CCN(C(=O)OCC)CC1 (centres undefined),11.3,-14.9
COc1ccc(S(=O)(=O)N2CCN(Cc3ccc4c(c3)OCO4)CC2)c2ccccc12,-44.6,5.9
Cn1c(C(=O)NCc2ccccn2)cc2c(=O)n(C)c3ccccc3c21,-11.0,2.3
O=S(=O)(Nc1cccc2nsnc12)c1ccccc1,.,5.7
COCCNc1nc(C)cc(-c2cc(-c3ccc(Cl)cc3)on2)n1,.,-3.9
CCCCCCCn1ccc(=N)cc1,.,-2.8
C=C1[C@@H](C)[C@H]2[C@H](Cc3ccccc3)NC(=O)[C@]23OC(=O)/C=C/[C@H](O)CCC[C@@H](C)C/C=C/[C@H]3[C@@H]1O,.,-10.1
CCc1c(C)nc(/N=C(/NC(=O)c2ccccc2)Nc2ccccc2OC)[nH]c1=O,40.8,.
CCC(C)(C)n1nnnc1C(c1cc2cccc(C)c2[nH]c1=O)N1CCN(C(=O)c2ccco2)CC1 (centres undefined),9.0,6.4
Cc1ccc(S(=O)(=O)n2cnc3cc([N+](=O)[O-])ccc32)c(C)c1C,.,3.5
COc1cc(S(=O)(=O)N(Cc2ccccc2)Cc2ccccn2)ccc1-n1cnnn1,.,-4.9
CC(C)(O[C@@H]1O[C@H](CO)[C@@H](O)[C@H](O)[C@H]1O)[C@H]1Cc2cc3ccc(=O)oc3cc2O1,.,56.4*
O=C(CC1SC2=NCCN2C1=O)Nc1ccc(Br)cc1 (centres undefined),4.8,2.8
CCN1CCN(Cc2nc3c(c(=O)n(C)c(=O)n3C)n2CC(=O)c2ccccc2)CC1,0.4,4.2
Cc1occc1-c1nnc(SCC(=O)NC(=O)NC(C)C)n1N,-17.9,4.2
COc1cc(OC)cc(C(=O)NC2CCSC2=O)c1 (centres undefined),-3.0,0.0
COCCNC(=O)CSc1nc2ccccc2c(=O)n1CCCC(=O)NCc1ccccc1,-18.6,14.5
CSc1nnc(C2CCCN2)n1C (centres undefined),4.8,-11.5
Cc1c(C(=O)OC2CCCC2C)[nH]c2c1C(=O)CCC2 (centres undefined),-18.7,5.0
Cc1c(Br)c([N+](=O)[O-])nn1C(C)C(=O)NCc1cccnc1 (centres undefined),.,-19.7
CCC(=NCCN1CCOCC1)c1c(O)n(-c2ccccc2C)c(=O)[nH]c1=O,1.9,5.7
COc1cc(-c2nc(-c3ccc(NC(=O)c4ccc(Br)o4)cc3)no2)cc(OC)c1OC,.,10.6
CC(C)(C)C1CCc2[nH]nc(C(=O)O)c2C1 (centres undefined),0.8,6.8
CC1C(=O)C(C)C(c2ccco2)NC1c1ccco1 (centres undefined),-7.5,1.6

Full records as entered above.
`CC(C)(C)C1CCc2[nH]nc(C(=O)O)c2C1` (centres undefined) reads HIV RNase H inh: 0.8; RmlCD inh mix: 6.8
`CCC(=NCCN1CCOCC1)c1c(O)n(-c2ccccc2C)c(=O)[nH]c1=O` reads HIV RNase H inh: 1.9; RmlCD inh mix: 5.7

New compounds follow
structure,HIV RNase H inh,RmlCD inh mix
COCCNc1nc(SCC(=O)N2CCN(c3ccccc3OC)CC2)nc2ccccc12,6.2,.
Cc1cc(C)n(C(=O)CNC(=O)COc2ccccc2)n1,-7.7,42.5
CCc1c(C)nc2cc(-c3cccs3)[nH]n2c1=O,0.5,6.7
Cc1ccc(-c2noc(CN3CCN(Cc4ccccc4)CC3)n2)cc1,-1.7,6.7
O=C(C1CCN(S(=O)(=O)N2CCOCC2)CC1)N1CCc2ccccc21,-12.5,5.2
COC(=O)c1ccc(/C=C/C(=O)c2ccc(OC)cc2)cc1,.,-4.4
CCN1C(=O)N[C@H](c2ccc(Br)cc2)C(C(C)=O)=C1C,.,-12.7
O=C(CCS(=O)(=O)c1cccc2nonc12)Nc1cccc2c1CCCC2,-2.4,1.2
COc1ccc(NC(=O)c2sccc2SCC#N)cc1,.,-2.0
N#CC(C(=O)Nc1ccccc1)=C1Nc2ccccc2N1,.,-68.9
C=CCN(C(=O)CNC(=O)c1ccco1)C(C(=O)NC1CCCCC1)c1ccc(OC)cc1OC (centres undefined),5.4,-10.3
COC(=O)CSc1nc2ccccc2n1CC(=O)N(C(C)C)C(C)C,-13.7,8.6

Overlap with the part before: 4 entries, followed by the next part.
structure,HIV RNase H inh,RmlCD inh mix
COc1ccc(NC(=O)c2sccc2SCC#N)cc1,.,-2.0
N#CC(C(=O)Nc1ccccc1)=C1Nc2ccccc2N1,.,-68.9
C=CCN(C(=O)CNC(=O)c1ccco1)C(C(=O)NC1CCCCC1)c1ccc(OC)cc1OC (centres undefined),5.4,-10.3
COC(=O)CSc1nc2ccccc2n1CC(=O)N(C(C)C)C(C)C,-13.7,8.6
CCOC(=O)Cc1csc(NC(=O)CCCCCN2C(=O)c3cccc4cccc(c34)C2=O)n1,.,2.1
O=S(=O)(CC(CN1CCCC1)N1CCCC1)c1ccc2ccccc2c1 (centres undefined),2.6,8.4
CCOC(=O)c1c(NC(C)=O)sc2c1CCCNC2=O,-15.2,-4.9
COc1cc(Br)cc(CN2CCN(C)CC2)c1O,-6.1,-12.2
O=C(NC(=O)c1ccncc1)NC(c1ccccc1)c1ccccc1,.,11.0
Nc1ccc(N(c2ccccc2)c2ccc(N)cc2)cc1,.,2.5
C[C@H](NC(=O)C1(c2ccccc2)CCN(C(=O)[C@H]2CSCN2C(=O)OC(C)(C)C)CC1)C(=O)O,-2.9,-12.6
O=C1CN(S(=O)(=O)c2ccc(Cl)cc2)CC(=O)N1CCc1ccccc1,.,10.2
CCOc1cc(CNCCc2ccc(S(N)(=O)=O)cc2)ccc1OCc1ccc(Cl)cc1,.,3.6
O=C(O)[C@H]1CCCC[C@H]1C(=O)NCCc1ccccc1,.,-4.3
COc1ccc(N(C(=O)COc2ccccc2)C2C=CS(=O)(=O)C2)c(OC)c1 (centres undefined),-4.2,-4.4
COc1ccc(NC(=O)C2CCCN(S(=O)(=O)c3cccc4cccnc34)C2)cc1OC (centres undefined),-34.5,6.3

Brought forward from above: two compounds, then new ones.
structure,HIV RNase H inh,RmlCD inh mix
COc1ccc(N(C(=O)COc2ccccc2)C2C=CS(=O)(=O)C2)c(OC)c1 (centres undefined),-4.2,-4.4
COc1ccc(NC(=O)C2CCCN(S(=O)(=O)c3cccc4cccnc34)C2)cc1OC (centres undefined),-34.5,6.3
N#CCCN(C1CCCCC1)S(=O)(=O)CCOc1ccccc1,-5.1,-9.4
CCOc1ccc(C2c3cc(OC)c(OC)cc3CC(=O)N2c2ccc(OC)cc2)cc1 (centres undefined),.,-2.4
COc1ccc(C(=O)c2c(-c3ccsc3)oc3ccc(-c4ccc(OC)cc4)cc23)cc1,.,-22.7
CC(C)c1nc2cc3ccccc3cc2[nH]1,-2.9,4.3
CCCC/C(C)=N/NC(=O)Nc1ccccc1,.,-11.0
C=CCc1cccc2cc(NC(C)=O)c(=O)oc12,-12.3,3.6
COc1cc(CCNC(=O)c2cnn3ccccc23)cc(OC)c1OC,.,21.9
O=S1(=O)CCN2C(=N1)SC1=C2CCN(Cc2ccccc2)C1,-0.4,6.5
N[C@H](Cc1c[nH]c2ccccc12)C(=O)O,-7.9,.
CC12CCC(C(=O)N3CCN(c4ncccn4)CC3)(c3nc4ccccc4nc31)C2(C)C (centres undefined),0.4,-14.3
Brc1ccccc1OCCCn1cnc2ccccc21,.,11.3
O=C(c1ccccc1)c1coc2ccc(O)c(Cl)c12,-5.3,-10.2
CC(C)(C)n1nnnc1C(c1ccccc1F)N(Cc1ccco1)CC1CCCO1 (centres undefined),6.4,-7.3
O=C(CSCc1ccccc1)Nc1ccc(Cl)cn1,.,-0.9
CC(=O)Nc1ccc(S(=O)(=O)NCc2ccc(C(=O)NCCN3CCCCCC3)cc2)cc1,-5.0,4.4
CN(C)c1ccc(C=Nc2ccccc2)cc1,.,12.5
CCN(CC)S(=O)(=O)c1ccc(F)c(C(=O)NCCCN2CCOCC2)c1,6.7,7.7
CCC(=O)N1CCc2cc(Br)cc(S(=O)(=O)CCC(=O)NCc3ccco3)c21,.,-10.7
COCCCNC(=O)c1ccc(CS(=O)(=O)c2ccc(OC)cc2)o1,-5.7,9.7
Cc1csc(NC(=O)CNS(=O)(=O)c2cccs2)n1,-2.5,10.5
Cc1ccc(C)c2[nH]c(=O)c(CCNC(=O)c3ccc4c(c3)OCO4)cc12,-51.7,11.7
Cc1ccc(C2=NOC(C)(c3nnc(-c4cccc(Cl)c4)o3)C2)cc1 (centres undefined),.,-13.2
COc1ccccc1-c1noc(CCC(=O)Nc2cccc(C(F)(F)F)c2)n1,-2.0,-11.0
Cc1cc(NC(=O)c2cc3nc4c(c(C(F)(F)F)n3n2)CCc2ccccc2-4)no1,30.2,.
O=C(NCc1cccnc1)c1cc(-c2ccco2)on1,-16.5,-6.3
Cc1ccc(C(=O)N(CN2CCCC2=O)c2ccc(F)cc2)cc1C,10.7,7.0
Cc1cccc(NC(=O)CSc2nnc(CSc3nc(C)cc(C)n3)o2)c1,-53.9,-18.4
COC(=O)C1=C(C)Nc2nc(-c3ccccc3)nn2C1c1ccc(C)o1 (centres undefined),-7.8,8.2
O=C(NCc1ccco1)C(NS(=O)(=O)c1cccc2nsnc12)c1ccccc1 (centres undefined),-23.4,-6.3
O=C(Nc1ccc2c(c1)OCO2)c1cc2ncc(Br)cn2n1,18.3,-11.5
Cc1ccc(-c2nnc(-c3ccccc3)o2)cc1Br,15.5,4.8
C/C(=N\NC(=O)C(=O)Nc1cccc(C(F)(F)F)c1)c1ccc(Cl)s1,.,1.2
CSCC[C@H](NC(=O)OC(C)(C)C)c1nnc(SCC(N)=O)o1,-1.6,43.9
O=C(CSc1nnnn1C1CCCC1)N1CCCc2ccccc21,-13.6,-28.5
CCCCOc1ccc(-c2nnn(CC(=O)NCc3ccco3)n2)cc1,3.5,0.1
CCCN1C2CCCC1CC(NC(=O)Nc1cccc(C(C)=O)c1)C2 (centres undefined),-5.7,5.0
CCOc1cc(C(N)=O)cc(Br)c1OC,.,8.8
CCN(CC)c1ccc(C2Nc3cccc4cccc(c34)N2)c(O)c1,15.1,3.7
COCCNC(=O)Cc1ccc(Br)cc1,-8.4,6.5
C[C@H](NC(=O)c1nc[nH]c1C(=O)NCC(=O)OC(C)(C)C)C(=O)OC(C)(C)C,.,6.7
CCOC(=O)/C=C1\SCC(=O)N1CCOc1cccc(Br)c1,-36.5,.
COc1ccc(N2C(=O)C(Cl)=C(N3CCN(Cc4ccccc4)CC3)C2=O)cc1,89.8*,-10.7
Cn1cc(C(=O)NC2CCCCCCC2)c(=O)c2cc(S(=O)(=O)N3CCCC3)ccc21,40.3,-5.2
C=CCn1c(=N)c(C(=O)NCCCOC)cc2c(=O)n3ccccc3nc21,-10.2,66.0*
CCO[C@@H]1OC(C(=O)N2CCN(Cc3ccc4c(c3)OCO4)CC2)=C[C@H](c2csc3ccccc23)[C@H]1CCCO,.,8.9
CCOC(=O)C1=C(C)OC(N)=C(C#N)C1c1c(C)nn(-c2ccc(C)cc2)c1Cl (centres undefined),-9.7,.
CC1(C(=O)Nc2nccs2)Cc2ccccc2C(=O)O1 (centres undefined),1.0,4.6
CCOC(=O)N1CCN(c2nc(-c3cccs3)cc(C(F)(F)F)n2)CC1,.,8.0

Looked up one by one from above, six records:
structure,HIV RNase H inh,RmlCD inh mix
Cn1cc(C(=O)NC2CCCCCCC2)c(=O)c2cc(S(=O)(=O)N3CCCC3)ccc21,40.3,-5.2
CCO[C@@H]1OC(C(=O)N2CCN(Cc3ccc4c(c3)OCO4)CC2)=C[C@H](c2csc3ccccc23)[C@H]1CCCO,.,8.9
CCOC(=O)N1CCN(c2nc(-c3cccs3)cc(C(F)(F)F)n2)CC1,.,8.0
C=CCn1c(=N)c(C(=O)NCCCOC)cc2c(=O)n3ccccc3nc21,-10.2,66.0*
CCOC(=O)C1=C(C)OC(N)=C(C#N)C1c1c(C)nn(-c2ccc(C)cc2)c1Cl (centres undefined),-9.7,.
C[C@H](NC(=O)c1nc[nH]c1C(=O)NCC(=O)OC(C)(C)C)C(=O)OC(C)(C)C,.,6.7

The list goes on:
structure,HIV RNase H inh,RmlCD inh mix
CCN1CCCC1CNC1=NCCCCC1 (centres undefined),-14.9,-8.0
O=C(O)c1ccc(NS(=O)(=O)c2ccc(Cl)cc2)cc1,-1.9,2.3
Cc1ccc(-c2nn(-c3ccccc3)c3[nH]c(=O)c(CNCc4ccccc4)cc23)cc1,.,-43.0
COc1cc2nc(-c3cccs3)oc(=O)c2cc1OC,-7.3,-7.9

Some of the compounds tested, so the mix of outcomes need not match the whole.
